# D2 PAM: HTS Assay for Positive Allosteric Modulators of the Human D2 Dopamine Receptor: Primary Screen for Potentiators; D(2) dopamine receptor (Homo sapiens), P14416; HEK293 T-REx D2, calcium flux, EC20 dopamine potentiation; potentiation, % at 10 µM; 340,000 tested, 0.34% active;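 active = potentiation over 3 SD above the plate norm, cut at about 30% in these data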; note: 0% is about no effect
# Target sequence (P14416 whole entry, looked up): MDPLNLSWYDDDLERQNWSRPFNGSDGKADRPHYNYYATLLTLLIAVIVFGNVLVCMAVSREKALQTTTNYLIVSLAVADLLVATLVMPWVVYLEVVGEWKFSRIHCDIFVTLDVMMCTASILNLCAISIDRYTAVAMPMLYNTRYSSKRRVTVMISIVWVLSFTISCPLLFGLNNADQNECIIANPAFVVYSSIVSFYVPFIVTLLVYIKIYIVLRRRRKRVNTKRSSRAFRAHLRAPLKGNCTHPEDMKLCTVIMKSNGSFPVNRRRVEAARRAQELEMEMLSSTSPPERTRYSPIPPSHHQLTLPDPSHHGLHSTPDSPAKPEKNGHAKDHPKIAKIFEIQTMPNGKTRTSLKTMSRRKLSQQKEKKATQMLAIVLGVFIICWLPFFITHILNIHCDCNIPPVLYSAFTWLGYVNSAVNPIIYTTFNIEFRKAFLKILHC
#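 Tetracycline-induced Hek293 Trex D2 cells, force-coupled to calcium, loaded with no-wash calcium dye. Compound added with 180 s kinetic read for agonism, then EC20 dopamine and a further 180 s read for potentiation.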
# RXFP1 ag: qHTS Assay for Agonists of the Relaxin Receptor RXFP1; Relaxin receptor 1 (Homo sapiens), Q9HBX9; HEK293T-RXFP1 cAMP TR-FRET, 30 min; response scale: percent of porcine relaxin response, buffer zero; 370,000 tested, 0.3% active; AID 2676, 2010; Potency, µM (titrated, usually from 57.5 µM), for the others: at the top dose activation, most hits filed as activators; active = well fitted activation curve with a large enough effect; inconclusive = small, poorly fitted or top-dose-only effect; note: potency is the fitted concentration of half-maximal effect; % is set by controls: 0 for no effect and ±100 for the full control effect; nearly all actives have a fitted effect of over 60% in size; many of its hits are not listed in these tables
#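 cAMP rise read by TR-FRET after 30 min, 37C compound exposure (up to 58 uM) in RXFP1-transfected HEK293 cells with Ro 20174 present. EC50 from Hill-equation fits, with 29 nM porcine relaxin as 100% and buffer as basal.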
# D1 PAM: Potentiators of Human D1 Dopamine Receptor: qHTS; D(1A) dopamine receptor (Homo sapiens), P21728; HEK293 TREx D1 cells, calcium flux, dopamine EC20 potentiation; potentiation, % at 10 µM; 360,000 tested, 0.036% active; in the data active = potentiation above about 30%; note: 0% is about no effect
# Target sequence (P21728 whole entry, looked up): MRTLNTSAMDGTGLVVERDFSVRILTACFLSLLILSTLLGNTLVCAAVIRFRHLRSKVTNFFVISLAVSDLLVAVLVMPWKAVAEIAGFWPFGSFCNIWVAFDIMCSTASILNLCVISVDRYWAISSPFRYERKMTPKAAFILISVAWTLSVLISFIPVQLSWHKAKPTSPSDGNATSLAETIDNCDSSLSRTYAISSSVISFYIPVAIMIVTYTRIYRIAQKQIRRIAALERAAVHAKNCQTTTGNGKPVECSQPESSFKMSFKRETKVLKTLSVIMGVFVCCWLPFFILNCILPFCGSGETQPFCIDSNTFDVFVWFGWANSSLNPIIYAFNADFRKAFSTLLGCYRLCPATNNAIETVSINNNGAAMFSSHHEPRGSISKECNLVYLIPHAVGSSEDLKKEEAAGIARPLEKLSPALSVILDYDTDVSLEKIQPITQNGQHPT
# D2 antagonist: HTS Assay for Allosteric Antagonists of the Human D2 Dopamine Receptor: Primary Screen for Antagonists. HEK293 TREx D2 cells, calcium flux, dopamine EC80. 340,000 tested, 2% active. inhibition, % at 10 µM; in the data active = inhibition above about 30%; note: 0% is about no effect
#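 Cells plated overnight at 30 C with tetracycline; no-wash calcium dye, 30–90 min RT; 10 s baseline; compound pinned; 180 s read; EC80 dopamine added; another 180 s read.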
# TRHR PAM: qHTS for Small Molecule Agonists and Allosteric Enhancers of Human TRH Receptor: Primary Screen for Enhancers | enhancement, % at 2 µM | Thyrotropin-releasing hormone receptor (Homo sapiens), P34981 | 360,000 tested, 0.66% active | TRHR cells, fluo-8 calcium fluorescence, EC20 TRH enhancement; in the data active = enhancement above about 30%; note: 0% is about no effect
#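 Enhancer read-out: after compound pinning and an initial kinetic agonist-mode read, an EC20 of TRH (10 nM final) was injected and fluo-8 calcium signal (Ex 480/Em 530) followed at 1 s/cycle for 100 cycles in TRHR-expressing cells.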
# D1 antag: Antagonist of Human D 1 Dopamine Receptor: qHTS; D(1A) dopamine receptor (Homo sapiens), P21728; HEK293 TREx D1 cells, calcium flux, dopamine EC80; active compounds read low; activity change, negative = inhibition, % at 10 µM; 360,000 tested, 3.2% active; AID 504652, 2011; in the data active = activity change below about -30%; note: % is set by controls: 0 for no effect and ±100 for the full control effect
#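 Tetracycline-induced HEK293 Trex D1 cells, force-coupled to calcium, dye-loaded; compounds added and read 180 s, then EC80 dopamine added and calcium flux tracked kinetically another 180 s.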
# RXFP1 antag: qHTS Assay for Antagonists of the Relaxin Receptor RXFP1. HEK293-RXFP1, relaxin-stimulated cAMP HTRF, 30 min; active compounds read low. Relaxin receptor 1 (Homo sapiens), Q9HBX9. AID 1259400, 2018. activity change, negative = inhibition, % at 57.5 µM. 350,000 tested, 0.59% active;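 active = activity change of -60% or lower, but not beyond a set lower limit; inconclusive = change between -60% and -40%, or beyond the set limit; inactive = change above -40%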; note: % is set by controls: 0 for no effect and ±100 for the full control effect
# D2 ag: HTS Assay for Allosteric Agonists of the Human D2 Dopamine Receptor: Primary Screen for Agonists; 340,000 tested, 0.53% active; D(2) dopamine receptor (Homo sapiens), P14416; activation, % at 2 µM; AID 485358, 2010; HEK293 T-REx D2 cells, calcium flux agonist mode;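 active = activation over 3 SD above normal in the single-dose calcium agonist read, cut at about 30% in these data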; note: 0% is about no effect
#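 Agonism scored from kinetic calcium signal (1 read/sec, 180 s) following compound pin transfer, after a 10 s baseline. Cells: HEK293 Trex line expressing inducible D2 receptor coupled to calcium, dye-loaded after overnight culture at 30 C.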
# D1 ag: Allosteric Agonists of the Human D1 Dopamine Receptor: qHTS | HEK293 T-REx D1 cells, calcium flux, agonist mode | 360,000 tested, 1% active | activation, % at 2 µM | D(1A) dopamine receptor (Homo sapiens), P21728; in the data active = activation above about 30%; note: 0% is about no effect
#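 Tetracycline-induced HEK293 TREx D1 cells, force-coupled to calcium signalling, were dye-loaded with a no-wash calcium kit. Compound was pin-added after a 10 s baseline. Fluorescence was read kinetically at 1 cycle/s for 180 s, with calcium rises flagged as agonism.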
# Numbers without * were called inactive; ? = inconclusive; . = not tested or not shown.
SMILES,D2 PAM,RXFP1 ag,D1 PAM,D2 antagonist,TRHR PAM,D1 antag,RXFP1 antag,D2 ag,D1 ag
Cc1cc(C)nc(NS(=O)(=O)c2ccc(NC(=O)Nc3ccccc3F)cc2)n1,4,-0.2%,4,0,6,-12,3,-0.2,1
O=C(COc1ccc(Cl)cc1Cl)OCC(=O)N1CCCc2ccccc21,0,1.5%,1,-5,-5,-15,-4,1.3,6
C#CC[N+](C)(C)CCN1C(=O)C2C(c3ccccc3)C=CC(c3ccccc3)C2C1=O (stereo not given),-1,0.5%,0,7,-8,-4,-1,0.2,0
CC1CCCC(NC(=O)CN2C(=O)c3cccnc3Oc3ccc(Cl)cc32)C1C (stereo not given),-5,-0.5%,-2,-7,22,-5,-16,-0.8,12
Cn1nc(C(C)(C)C)c([N+](=O)[O-])c1C(=O)Nc1cccc2ccccc12,-4,0.9%,-4,-6,-6,-9,5,-1.4,2
O=C(CCNS(=O)(=O)c1ccc(Br)cc1)Nc1cccc(F)c1,3,1.2%,.,-5,10,3,-1,0.2,8
Cc1ccc(OCC(=O)N/N=C/C=C/c2ccco2)cc1C,12,-0.4%,2,-7,6,-16,.,0.0,0
CCOC(=O)C1=C(C)OC(N)=C(C#N)C1c1cncc(-c2ccc(F)cc2)c1 (stereo not given),3,1.4%,-5,-16,0,2,1,-0.6,0
CCOC(=O)CSc1nc2c(sc(=S)n2-c2ccccc2OC)c(=O)n1Cc1ccco1,-17,2.3%,-4,4,13,3,11,4.5,3
CCCCNC(=O)CO/N=C(\C)c1cc2ccccc2o1,12,-1.4%,2,-10,5,-28,.,-0.8,3
Cc1cccc(Cn2c(=O)n(Cc3ccc(C(=O)NC4CCN(Cc5ccccc5)CC4)cc3)c(=O)c3ccccc32)c1,-13,4.3%,0,.,4,0,.,0.2,1
CC(=O)CN1C(=O)NC2(CCCc3ccccc32)C1=O (stereo not given),6,0.0%,7,-25,0,11,-4,0.5,1
COCCN1CCn2c(nc3cc(NC(=O)NC4CCCCC4)ccc32)C1,-5,2.5%,-3,10,-2,0,13,0.8,2
CCOC(=O)Cc1csc(NC(=O)C(C)(C)CC)n1,-11,1.2%,-5,-26,-2,-1,-12,-0.5,1
CCOc1ccc(NC(=O)CC2C(=O)N(c3ccc(F)cc3)C(=O)N2CCc2sccc2C)cc1 (stereo not given),-4,0.6%,1,.,42*,3,.,0.6,1
O=C(COc1cccnc1[N+](=O)[O-])N1CCc2ccccc2C1,4,3.1%,3,2,-5,11,5,0.8,4
O=C(CC1(O)C(=O)N(CCc2ccccc2)c2ccc(Br)cc21)c1ccccc1 (stereo not given),-12,-0.7%,1,.,-6,10,.,2.5,3
CCOc1cc(NC2CS(=O)(=O)CC2O)c(OCC)cc1NC(=O)c1ccccc1 (stereo not given),-12,2.0%,-1,-3,11,-1,3,0.9,3
COc1ccc(CCNc2ncnc3c2cnn3-c2cccc(Cl)c2)cc1,1,2.4%,-4,.,3,-16,-14,0.2,3
COc1cc(C2OC(=O)c3ccccc3S2)cc(OC)c1OC (stereo not given),5,1.1%,-2,-15,1,6,8,0.3,0
Cc1ccccc1OCC(=O)N1CCc2ccccc2C1,10,0.4%,-2,-10,-9,-5,-3,0.3,5
O=C(Nc1ccc2c(c1)OCCO2)c1cccc(C(=O)Nc2ccc3c(c2)OCCO3)c1,-4,5.9%,-6,0,9,8,-9,-0.3,3
Cc1cc(C)cc(N2C(=O)CCSC23C(=O)N(Cc2ccccc2)c2ccccc23)c1 (stereo not given),.,-3.6%,-2,.,3,1,-10,.,1
O=S(=O)(c1ccc2c(c1)OCCO2)N1CCN(S(=O)(=O)c2c(F)ccc(O)c2F)CC1,.,.,-2,.,4,-2,.,.,9
CC(=O)c1c(C)nc(-c2ccccc2)nc1N,19,0.0%,-7,-35,5,13,-4,0.5,2

# One compound at a time, from the list above. Order of screens: D2 PAM	RXFP1 ag	D1 PAM	D2 antagonist	TRHR PAM	D1 antag	RXFP1 antag	D2 ag	D1 ag
# Results for CCOC(=O)Cc1csc(NC(=O)C(C)(C)CC)n1 : -11	1.2%	-5	-26	-2	-1	-12	-0.5	1
# Results for Cc1cc(C)cc(N2C(=O)CCSC23C(=O)N(Cc2ccccc2)c2ccccc23)c1 (stereo not given) : .	-3.6%	-2	.	3	1	-10	.	1
# Results for Cc1ccc(OCC(=O)N/N=C/C=C/c2ccco2)cc1C : 12	-0.4%	2	-7	6	-16	.	0.0	0

# Additional entries follow.
SMILES,D2 PAM,RXFP1 ag,D1 PAM,D2 antagonist,TRHR PAM,D1 antag,RXFP1 antag,D2 ag,D1 ag
COC(=O)c1sccc1NC(=S)N1CCCC(C)C1 (stereo not given),3,0.5%,2,2,0,14,-19,-1.9,3
COC(=O)C1=C(C)NC(=O)/C1=C\c1cc(C)n(-c2c(C)cccc2C)c1C,14,2.0%,-5,11,-6,17,-17,1.1,-1
COc1ccc(CC(=O)Nc2cccc3ccccc23)cc1OC,.,-0.6%,-9,-4,-2,-19,-6,-3.1,3
O=C(O)c1cccc(S(=O)(=O)N2CCCC(c3nc4c(nnn4Cc4ccccc4Cl)c(=O)[nH]3)C2)c1 (stereo not given),.,-0.2%,-6,8,-1,-5,-11,-0.7,2
COc1ccccc1NC(=S)N(Cc1ccco1)Cc1cc2ccc(C)c(C)c2[nH]c1=O,-3,4.3%,-5,-8,-3,11,-18,-0.8,1
ONc1cccnc1-n1nc(C(F)(F)F)cc1C(F)(F)F,1,-2.2%,4,-3,2,1,.,0.3,3
CC(=O)N1CCCc2cc(S(=O)(=O)CCC(=O)N3CCN(c4ccccc4)CC3)ccc21,-5,-0.2%,8,16,2,-1,.,0.1,0
O=C1COc2ccc(C(=O)COC(=O)c3ccc4ccccc4n3)cc2N1,-4,0.0%,-1,-12,-3,3,0,0.9,2
O=CN1CCN(C(C(=O)NC2CCCC2)c2cc3c(cc2[N+](=O)[O-])OCO3)CC1 (stereo not given),4,2.4%,3,24,-6,21,-6,1.2,2
c1ccc(-c2ccc(OCCCNC3CCCC3)cc2)cc1,1,1.7%,-1,-3,-3,-37*,?,4.9,41*
CC(=O)Oc1ccc(NC(=O)Cc2ccccc2)c(C(=O)O)c1,-3,-0.8%,0,-7,-2,.,-14,0.0,-1
COc1ccc(C(c2nnnn2CC2CCCO2)N2CCN(c3ccc(F)cc3)CC2)cc1 (stereo not given),-2,0.4%,-4,14,-1,-18,0,0.9,2
COCc1cc(=O)oc2cc(NS(=O)(=O)c3ccc(C)cc3)ccc12,2,7.9%,3,6,-3,6,14,0.3,3
O=C(COC(=O)c1ccc[nH]c1=O)NC1CCCCCCC1,-5,2.4%,-2,-5,-5,1,-6,2.0,0
CC1=C(C(=O)Nc2ccccn2)C(c2ccc(F)cc2)n2ncnc2N1 (stereo not given),4,-1.7%,-2,4,3,3,-9,0.1,4
Clc1ccc(Cn2c(CN3CCCC3)nc3ccccc32)cc1,-7,2.9%,-4,-2,16,12,-16,4.6,17
Cc1cc(NC(=O)C2C3C(=O)N(Cc4ccc(Cl)cc4)C(C(=O)NCc4ccccc4)C34C=CC2(C)O4)no1 (stereo not given),10,2.7%,-3,5,-3,-3,3,-0.4,-2
CCC(C)NC(=O)c1[nH]c2cc(OC)ccc2c1Sc1ccc(C)cc1 (stereo not given),-8,-4.2%,1,.,2,1,-8,0.1,5
Cc1cc(OC(C)C(=O)NCCN2CCOCC2)c2c(C)cc(=O)oc2c1 (stereo not given),-3,5.3%,-6,7,7,-4,7,-0.1,3
CCN(CC)c1ccc(/C=N/NC(=O)c2cc3ccccc3[nH]2)cc1,4,4.7%,-2,8,14,-11,-10,0.3,1
Cc1ccc(/C=N/OC(=O)c2c(C)noc2-c2snnc2C)cc1,4,-0.5%,-4,-10,-1,11,-14,0.5,1
CCOC(=O)/C=C1\NC(=O)CS1,.,1.4%,-7,.,1,-9,-6,.,3
CCOC(=O)/C(=C/c1ccco1)NC(=O)c1ccc(Br)o1,-4,0.1%,-7,-29,-5,1,7,-0.3,0
Cc1ccccc1Nc1nc(N)nc(CSc2nnc(-c3ccccc3)n2C)n1,.,4.8%,3,.,5,9,11,.,1
CN(Cc1ccccc1F)C(=O)C(Cc1ccccc1)NC(=O)c1ccccc1 (stereo not given),8,1.1%,-3,-5,4,-8,7,0.5,2
# Next section:
SMILES,D2 PAM,RXFP1 ag,D1 PAM,D2 antagonist,TRHR PAM,D1 antag,RXFP1 antag,D2 ag,D1 ag
Cc1[nH]c2ccccc2c1/C=N/NC(=O)CNC(=O)c1ccco1,-7,-3.5%,6,-5,2,-6,-4,-1.6,2
COc1ccc(C(=O)CSc2nnc3n2CCCN3C(=O)Nc2ccccc2)cc1,3,-0.8%,-5,6,-4,-12,-22,-0.4,2
O=C(c1cnc(N2CCCCC2)c2ccccc12)N1CCN(c2cccc(Cl)c2)CC1,12,7.7%,-2,.,-3,11,?,-0.1,2
COc1ccc(N(CC(=O)Nc2ccc(C)c(C)c2)S(=O)(=O)c2c(C)noc2C)cc1,-8,0.3%,-12,-13,22,-42*,0,1.0,4
CCOC(=O)/C=C1\CN(Cc2cc(OC)c(OC)c(OC)c2)S(=O)(=O)c2ccc(C(F)(F)F)cc21,4,-0.6%,-5,3,-5,12,.,-0.7,4
Cc1ccc(S(=O)(=O)NNC(=O)c2ccccc2-n2cccc2)cc1,0,0.8%,1,7,-2,-1,0,0.2,9

# An excerpt from above, limited to TRHR PAM and D1 PAM.
SMILES	TRHR PAM	D1 PAM
COc1ccc(C(=O)CSc2nnc3n2CCCN3C(=O)Nc2ccccc2)cc1	-4	-5
O=C(c1cnc(N2CCCCC2)c2ccccc12)N1CCN(c2cccc(Cl)c2)CC1	-3	-2
COc1ccc(N(CC(=O)Nc2ccc(C)c(C)c2)S(=O)(=O)c2c(C)noc2C)cc1	22	-12
CCOC(=O)/C=C1\CN(Cc2cc(OC)c(OC)c(OC)c2)S(=O)(=O)c2ccc(C(F)(F)F)cc21	-5	-5

# From PubChem

# Not all compounds are listed; rates above refer to the full screens.
